Screening results: PubChem BioAssay, National Center for Advancing Translational Sciences (NCATS)
Chronic BCR inh – chronic active BCR signaling inhibition; ABC-DLBCL IkBa-CBG/CBR reporter, luminescence ratio, 4 h; Potency, µM (doses to about 46.1 µM), inactives show at the top dose ratio change, negative = lower green/red ratio, hits mostly inhibitors; 340,000 tested, 0.05% active; AID 493014; active = well fitted inhibition curve with a large enough effect in the signal ratio, with a control signal flat, not every such curve was filed as active; inconclusive = small, poorly fitted or top-dose-only effect, or effect the other way, or a change in a side signal; the % refers to the signal ratio;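 note: potency is the fitted concentration of half-maximal effect; plate controls were basal doxycycline-induced cells for no effect and cells given 10 µM MG132 for full effect; MG132 reads +100%, hits lower the ratio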
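TMD8 ABC-DLBCL cells carrying doxycycline-inducible green luciferase fused to IkappaBalpha plus unfused red luciferase were exposed to compounds (up to 46 uM) for 4 hrs at 37C. Activity came from the overlap-corrected green/red luminescence ratio.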
MBNL1 CUG block – inhibitors of human MBNL1 binding to CUG repeat RNA; Q9NR56; TR-FRET MBNL1-His/biotin-(CUG)12 binding, 665/545 ratio; Potency, µM (doses to about 57.5 µM), without a hit: top-dose activity change, negative = inhibition, usual class: inhibitors; 280,000 tested, 0.036% active; AID 2675; active = well fitted inhibition curve with a large enough effect in the signal ratio, with a control signal flat, not every such curve was filed as active; inconclusive = small, poorly fitted or top-dose-only effect, or effect the other way, or a change in a side signal; inactive = no such curve, though single readings can be large or run the other way; the % refers to the signal ratio; note: potency is the fitted concentration of half-maximal effect; % is set by controls: 0 for no effect and ±100 for the full control effect
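Compounds (final 92 nM to 58 uM) are added to His-tagged MBNL1 and biotin-(CUG)12, then terbium anti-His antibody and streptavidin-XL665 (5 nM final). After 60 min at room temperature, the 665/545 nm ratio is read.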
Eya2 phos inh – Eya2 (human) phosphatase inhibition. O00167. recombinant Eya2, OMFP fluorescence dephosphorylation (OMFP is methylfluorescein phosphate). Potency, µM (highest dose often 76.9 µM), without a hit: at the highest dose activity, negative = inhibition, usual class: inhibitors. 330,000 tested, 0.006% active. AID 488837; note: potency is the fitted concentration of half-maximal effect; % is set by controls: 0 for no effect and ±100 for the full control effect
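Eya2 protein (added as 0.2 uM solution) was preincubated with compound for 10 min at ambient temperature in 50 mM HEPES pH 7.5, 50 mM NaCl, 5 uM MgCl2, 0.05% BSA, 1 mM DTT. OMFP (added at 50 uM) then reacted 10 min; fluorescence read at 485/525 nm.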
GALK inhibitor – blocks human galactokinase activity; P51570; Purified GALK, Kinase-Glo residual ATP luminescence; 270,000 tested, 0.007% active; AID 1868; Potency, µM (titrated, usually from 57.5 µM), for inactives: at the highest dose activity change, negative = inhibition, actives largely listed as inhibitors; note: potency is the fitted concentration of half-maximal effect; % is set by controls: 0 for no effect and ±100 for the full control effect
Target sequence (P51570 whole entry, looked up): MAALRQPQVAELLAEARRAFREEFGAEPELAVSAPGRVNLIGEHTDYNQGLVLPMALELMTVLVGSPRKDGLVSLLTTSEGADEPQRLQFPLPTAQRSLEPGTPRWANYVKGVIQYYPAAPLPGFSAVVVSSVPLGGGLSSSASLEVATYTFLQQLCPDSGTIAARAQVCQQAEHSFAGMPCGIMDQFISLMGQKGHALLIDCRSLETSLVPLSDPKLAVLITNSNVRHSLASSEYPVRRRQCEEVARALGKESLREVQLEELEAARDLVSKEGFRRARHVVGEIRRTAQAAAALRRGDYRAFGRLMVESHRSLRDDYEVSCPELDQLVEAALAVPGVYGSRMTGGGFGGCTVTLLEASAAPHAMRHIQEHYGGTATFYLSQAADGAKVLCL
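ATP-depletion format; final 35 uM ATP, 100 uM D-galactose, 5 nM enzyme; pH 8.0 HEPES/Mg2+ buffer; 60 min RT; luminescence read 10 min after detection reagent.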
KCNH2 WT inh – KCNH2 (human, wildtype) channel inhibition; AID 720551; U2OS, BacMam KCNH2, thallium flux FluxOr; stronger effect = lower value; 340,000 tested, 0.37% active; activity change, % at 1.84 µM; Q12809;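 active = maximum activity change below -70%; inconclusive = maximum activity change between -70% and -50%; inactive = maximum activity change above -50%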; note: % is set by controls: 0 for no effect and ±100 for the full control effect
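U2OS cells were transduced with wild-type KCNH2 virus (2.03 x 10^8 / mL) for 4 h at room temperature, then cultured overnight at 37 C. Thallium flux was read with FluxOr dye. Rate constants were normalized to DMSO controls.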
Menin MLL FP TR – menin-MLL binding inhibition, Texas Red mutant peptide; 270,000 tested, 0.23% active; Menin + Texas Red MLL mutant peptide, fluorescence polarization; O00255; Potency, µM (titrated, usually from 61.6 µM), without a hit: at the highest dose FP activity change, negative = inhibition, usual class: inhibitors; active = well fitted inhibition curve with a large enough effect in the polarisation, with a control signal flat, not every such curve was filed as active; inconclusive = small, poorly fitted or top-dose-only effect, or effect the other way, or a change in a side signal; inactive = no such curve, though single readings can be large or run the other way; the % refers to the polarisation; note: potency is the fitted concentration of half-maximal effect; % of control where 0% means no effect; many of its hits are not listed in these tables
PKM2 activator – activators of human pyruvate kinase M2 | purified PKM2, Kinase-Glo ATP luminescence, activation; response scale: 0% is enzyme alone, no compound | Potency, µM (top dose mostly 57.5 µM), without a hit: top-dose activation, usual class: activators | AID 1631 | P14618 | 260,000 tested, 0.34% active; note: potency is the fitted concentration of half-maximal effect; % is set by controls: 0 for no effect and ±100 for the full control effect; nearly all actives have a fitted effect of over 55% in size
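hPK-M2, >95% pure; 0.1 mM ADP / 0.5 mM PEP final; imidazole pH7.2 buffer w/ 7 mM MgCl2, 50 mM KCl; 1 h RT; Kinase-Glo lum. Intermediate enzyme activity for dual inhibitor/activator qHTS.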
Mito fusion act – inhibitors of mitochondrial division or activators of mitochondrial fusion. S. cerevisiae fusion-defective mutant growth rescue, CellTiterGlo 48 h. Potency, µM (doses to about 46.1 µM), without a hit: at the top dose growth rescue (activation), usual class: activators. 320,000 tested, 0.23% active. AID 485298;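 note: potency is the fitted concentration of half-maximal effect; % of control where 0% means no effect; nearly all actives have a fitted effect of over 45% in size; temperature-sensitive fusion mutants such as fzo1-1 at 37 °C on non-fermentable ethanol glycerol medium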
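Growth-rescue viability read-out: after 48 h at the non-permissive 37C in glycerol/ethanol YPEG, yeast mitochondrial fusion mutants are measured by CellTiterGlo luminescence; compounds (23 nl pinned per well) restoring growth score as division inhibitors or fusion activators.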
S-ASM inh – inhibitors of human secretory acid sphingomyelinase; Potency, µM (series often up to 57.5 µM), for inactives: at the highest dose activity change, negative = inhibition, most hits filed as inhibitors; 340,000 tested, 0.006% active; placental ASM, HMU-PC fluorogenic substrate, 60 min; P17405; AID 504937; note: potency is the fitted concentration of half-maximal effect
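qHTS format. ASM enzyme prepared from human placenta hydrolyses the fluorogenic substrate HMU-PC0 (9 uM final) over 60 min at 37 °C after a 10 min compound preincubation.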
USP2a inh – blocks human ubiquitin-specific protease USP2a; Potency, µM (doses to about 38.3 µM), for the others: at the top dose activity change, negative = inhibition, actives largely listed as inhibitors; USP2 core, Ub-CHOP2 coupled fluorogenic reporter, 485/531; 330,000 tested, 0.01% active; O75604; AID 463254;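 note: potency is the fitted concentration of half-maximal effect; plate controls were DMSO wells for no effect and full inhibition by NEM control for full effect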
Target sequence (O75604 whole entry, looked up): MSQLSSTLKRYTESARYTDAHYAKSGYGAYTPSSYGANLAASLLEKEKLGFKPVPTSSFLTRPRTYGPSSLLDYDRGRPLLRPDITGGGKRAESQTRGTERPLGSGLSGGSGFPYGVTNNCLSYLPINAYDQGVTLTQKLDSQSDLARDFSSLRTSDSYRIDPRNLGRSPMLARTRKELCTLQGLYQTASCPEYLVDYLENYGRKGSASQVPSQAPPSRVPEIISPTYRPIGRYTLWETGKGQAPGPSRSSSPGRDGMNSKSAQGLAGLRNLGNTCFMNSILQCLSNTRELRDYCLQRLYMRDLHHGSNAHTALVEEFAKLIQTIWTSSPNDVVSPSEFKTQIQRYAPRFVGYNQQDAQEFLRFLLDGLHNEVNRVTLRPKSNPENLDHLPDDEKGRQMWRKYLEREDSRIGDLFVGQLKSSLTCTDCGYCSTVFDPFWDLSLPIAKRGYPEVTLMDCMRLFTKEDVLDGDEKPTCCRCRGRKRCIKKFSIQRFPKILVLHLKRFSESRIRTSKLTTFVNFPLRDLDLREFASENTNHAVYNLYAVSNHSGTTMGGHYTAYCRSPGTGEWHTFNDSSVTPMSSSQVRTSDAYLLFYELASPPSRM
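Cell-free coupled assay: 10nM USP2 core preincubated 30min RT with compound in Tris-HCl pH 8.0/CaCl2/CHAPS buffer, then 25nM Ub-CHOP2 and 25nM reporter substrate; fluorescence (Ex 485/Em 531) read after 60min RT, normalized to NEM inhibition, concentration-response curves fitted.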
TSHR antagonist – human thyrotropin receptor antagonism. P16473. TSHR-expressing cells, TSH-stimulated cAMP HTRF, 2 h; stronger effect = lower value. activity change, negative = inhibition, % at 11.5 µM. 330,000 tested, 0.2% active. AID 504810;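 active = activity change below a set negative limit, meaning inhibition stronger than a set level, cut at about -70% in these data; inconclusive = activity change between two set negative limits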; note: % is set by controls: 0 for no effect and ±100 for the full control effect
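Antagonism was scored as loss of TSH-driven cAMP in TSHR cells, stimulated with 4nM TSH (EC80) for 2 hours at 37 deg C and detected by homogeneous HTRF competition immunoassay.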
Numbers without * were called inactive; u = inconclusive; x = no result given; [ ] = another dose, or the depositor's remark. Unless noted, calls come from the whole dose curve; as a rule, active = well fitted curve in the direction sought with a large enough effect; inconclusive = small, poorly fitted or top-dose-only effect, or another doubt; inactive = no such curve, though single readings can be large; an effect the other way counts as inactive or inconclusive. Not all compounds are listed. The share of hits here may be higher or lower than overall.

| no. | mol | MBNL1 CUG block | GALK inhibitor | Eya2 phos inh | TSHR antagonist | S-ASM inh | USP2a inh |
| --- | --- | --- | --- | --- | --- | --- | --- |
| 1 | COc1ccccc1-c1c(C)nn2c(C)cc(C)nc12 | -3% | -1% | -16% | -4 | 4% | -1% |
| 2 | Cn1c(=O)[nH]c(=O)c2c1nc(N1CCCC1)n2CCCSc1nc2ccccc2o1 | -2% | 6% | 2% | 7 | -1% | -3% |
| 3 | CCSc1nc(CC)c2c(c1C#N)CCCC2 | -6%[11.5 µM] | x | -7% | -4 | -7% | 3% |
| 4 | Cc1ccc(OCCn2cccn2)c(C)c1 | -7% | -2% | 7% | -2 | 1% | 0% |
| 5 | OC[C@H]1O[C@H](OCc2ccccc2)[C@H](O[C@@H]2OC[C@@H](O)[C@H](O)[C@H]2O)[C@@H](O)[C@@H]1O | x | x | -4% | 2 | -2% | -1% |
| 6 | CCc1c(C(=O)N/N=C/c2cccs2)nnn1-c1nonc1N | u | -1% | 3% | 12 | 0% | -1% |
| 7 | Cn1c(=O)oc2cc(S(=O)(=O)NCCN3CCN(c4ccccc4)CC3)ccc21 | 9% | 3% | 0% | -1 | -1% | 3% |
| 8 | Cc1ccc(N2CCCn3c2cc(C)c(C#N)c3=O)cc1C | 5% | -3% | -24% | -1 | 13% | 0% |
| 9 | COc1ccc(NC(=O)CN(C)C(=O)C(NC(=O)c2ccco2)C(C)C)cc1 (stereo not drawn) | x | x | 19% | 9 | -5% | 0% |
| 10 | Cc1cc(C)nc(Sc2c(C)n[nH]c2C)n1 | -1% | 4% | -5% | 6 | -2% | 0% |

| no. | Mito fusion act | Menin MLL FP TR | PKM2 activator | Chronic BCR inh | KCNH2 WT inh |
| --- | --- | --- | --- | --- | --- |
| 1 | 5% | 6% | 2% | u | 41 |
| 2 | 14% | u | -2% | 2% | 6 |
| 3 | 8.9µM* | -9% | -3% | u | -18 |
| 4 | -1% | -18% | -6% | 1% | x |
| 5 | -4% | x | x | 8% | 1 |
| 6 | -7% | 31%[activator] | 7% | 11% | 17 |
| 7 | -2% | 3% | 1% | -10% | -8 |
| 8 | -2% | -4% | -3% | 14% | 10 |
| 9 | -6% | x | x | 0% | -9 |
| 10 | 5% | 9% | -4% | -2% | 1 |

More compounds.
| no. | mol | MBNL1 CUG block | GALK inhibitor | Eya2 phos inh | TSHR antagonist | S-ASM inh | USP2a inh |
| --- | --- | --- | --- | --- | --- | --- | --- |
| 11 | Cc1ccc(N2C(=O)CC(N3CCN(C4CCc5ccccc5C4)CC3)C2=O)cc1 (stereo not drawn) | 6% | -2% | 9% | -5 | -1% | 3% |
| 12 | Cc1ccc(N2C(=O)C(O)(C(F)(F)F)C3=C2CC(C)(C)CC3=O)cc1C (stereo not drawn) | -8% | 5% | -10% | 4 | 0% | -2% |
| 13 | COc1ccc(-n2c(C)cc(C(=O)CN3CCC(C)CC3)c2C)cc1 | -3% | 1% | -7% | 1 | 2% | 2% |
| 14 | Cc1nn(-c2ccccc2)c(N2CCCC2)c1/C=N/NC(=O)c1cc(-c2ccccc2)nc2ccccc12 | 7% | -6% | -1% | -14 | -8% | 0% |
| 15 | O=C(N[C@@H](Cc1ccccc1)C(=O)O)c1cccs1 | -3% | 18% | -3% | 7 | -3% | 0% |
| 16 | COc1ccc(/C(C)=N/OC/C(O)=C(\C#N)c2nc3ccccc3[nH]2)c(OC)c1 | 12% | -1% | 12% | -3 | 1% | 4% |
| 17 | N#C/C(=C(/O)c1ccc([N+](=O)[O-])cc1)c1nnc2n1CCCCC2 | u | 1% | -2% | 13 | -7% | 3% |
| 18 | COc1cc(C(=O)NC(=S)Nc2ccc([N+](=O)[O-])cc2C)cc(OC)c1OC | x | 1% | 0% | -2 | -2% | 4% |
| 19 | Cc1nc(/N=C(\N)Nc2ccccc2)nc2ccccc12 | -11% | 1% | -5% | 5 | x | 0% |
| 20 | CC(C)OCCCNC(=O)Cn1ccc2cc(S(=O)(=O)N3CCCCCC3)ccc21 | 1% | 8% | -1% | 2 | 2% | 1% |
| 21 | COc1ccccc1N1C(=O)C2ON(c3ccccc3)C(c3ccc(N(C)C)cc3)C2C1=O (stereo not drawn) | 2% | 0% | -5% | 6 | x | 1% |

| no. | Mito fusion act | Menin MLL FP TR | PKM2 activator | Chronic BCR inh | KCNH2 WT inh |
| --- | --- | --- | --- | --- | --- |
| 11 | 2% | -23% | -7% | 0% | -27 |
| 12 | 2% | -6% | -1% | -6% | -6 |
| 13 | -1% | 3% | x | -2% | 12 |
| 14 | -1% | -21% | 9% | 5% | 36 |
| 15 | 7% | -5% | -4% | -3% | 1 |
| 16 | -1% | -9% | -7% | -1% | -11 |
| 17 | -1% | -7% | 1% | 1% | -12 |
| 18 | 0% | 18% | 2% | -1% | -2 |
| 19 | 0% | -2% | 4% | x | x |
| 20 | -8% | 3% | 0%[0.46 µM] | -5% | -2 |
| 21 | -4% | -5% | 16% | u | x |

Of the compounds above, these have a carbonyl joined to an NH by a bond outside any ring:
| no. | mol | MBNL1 CUG block | GALK inhibitor | Eya2 phos inh | TSHR antagonist | S-ASM inh | USP2a inh |
| --- | --- | --- | --- | --- | --- | --- | --- |
| 6 | CCc1c(C(=O)N/N=C/c2cccs2)nnn1-c1nonc1N | u | -1% | 3% | 12 | 0% | -1% |
| 9 | COc1ccc(NC(=O)CN(C)C(=O)C(NC(=O)c2ccco2)C(C)C)cc1 (stereo not drawn) | x | x | 19% | 9 | -5% | 0% |
| 14 | Cc1nn(-c2ccccc2)c(N2CCCC2)c1/C=N/NC(=O)c1cc(-c2ccccc2)nc2ccccc12 | 7% | -6% | -1% | -14 | -8% | 0% |
| 15 | O=C(N[C@@H](Cc1ccccc1)C(=O)O)c1cccs1 | -3% | 18% | -3% | 7 | -3% | 0% |
| 18 | COc1cc(C(=O)NC(=S)Nc2ccc([N+](=O)[O-])cc2C)cc(OC)c1OC | x | 1% | 0% | -2 | -2% | 4% |
| 20 | CC(C)OCCCNC(=O)Cn1ccc2cc(S(=O)(=O)N3CCCCCC3)ccc21 | 1% | 8% | -1% | 2 | 2% | 1% |

| no. | Mito fusion act | Menin MLL FP TR | PKM2 activator | Chronic BCR inh | KCNH2 WT inh |
| --- | --- | --- | --- | --- | --- |
| 6 | -7% | 31%[activator] | 7% | 11% | 17 |
| 9 | -6% | x | x | 0% | -9 |
| 14 | -1% | -21% | 9% | 5% | 36 |
| 15 | 7% | -5% | -4% | -3% | 1 |
| 18 | 0% | 18% | 2% | -1% | -2 |
| 20 | -8% | 3% | 0%[0.46 µM] | -5% | -2 |
